Assay outcomes from PubChem.
Bim-Bfl-1: human Bim-Bfl-1 interaction inhibition; Q16548; inhibition, % at 10 µM; actives 0.12% (n = 190,000); Bead-based flow cytometry, Bim-Bfl-1 binding inhibition; AID 1008;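 also: 0% = wells without compound plus tracer and 100% = blocker peptide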
Bcl-2 Bim block: disrupts Bim peptide binding to human Bcl-2; actives 0.06% (n = 190,000); inhibition, % at 10 µM; P10415; Bead-based flow cytometry, Bim peptide-Bcl-2 binding; in the data active = inhibition above about 40%; inconclusive = no clear call, values can overlap the other calls;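 also: 0% = no compound wells with probe peptide and 100% = reference peptide inhibitor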
RGS7-Gao reg: regulators of human RGS7-Galphao interaction; P09471; Multiplexed bead flow cytometry, RGS7-Galphao binding; actives lie on both sides; binding response (% of control), % at 10 µM; actives 0.35% (n = 220,000); AID 1439; in the data active = binding response below about 49% or above about 150%; inconclusive = no clear call, values can overlap the other calls; inactive = in between;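 also: fluorescent Galphao held in activated GDP-AlF4 state binding bead-coupled RGS7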
Bcl-B Bim block: human Bim-Bcl-B interaction inhibition | inhibition, % at 10 µM | bead-based flow cytometry, Bim peptide-Bcl-B binding | Q9HD36 | AID 951 | actives 0.073% (n = 190,000);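 also: 0% = tracer peptide without compound and 100% = reference inhibitor peptide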
ABCB1 inh: blocks JC-1 efflux by human ABCB1 transporter | CCRF-Adr cells, flow cytometry | P08183 | actives 0.067% (n = 190,000) | inhibition, % at 6.6 µM; in the data active = inhibition above about 40%;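 also: 0% = vehicle and 100% = reference inhibitor; higher value means more JC-1 retained so stronger ABCB1 efflux block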
Target sequence (P08183 whole entry, looked up): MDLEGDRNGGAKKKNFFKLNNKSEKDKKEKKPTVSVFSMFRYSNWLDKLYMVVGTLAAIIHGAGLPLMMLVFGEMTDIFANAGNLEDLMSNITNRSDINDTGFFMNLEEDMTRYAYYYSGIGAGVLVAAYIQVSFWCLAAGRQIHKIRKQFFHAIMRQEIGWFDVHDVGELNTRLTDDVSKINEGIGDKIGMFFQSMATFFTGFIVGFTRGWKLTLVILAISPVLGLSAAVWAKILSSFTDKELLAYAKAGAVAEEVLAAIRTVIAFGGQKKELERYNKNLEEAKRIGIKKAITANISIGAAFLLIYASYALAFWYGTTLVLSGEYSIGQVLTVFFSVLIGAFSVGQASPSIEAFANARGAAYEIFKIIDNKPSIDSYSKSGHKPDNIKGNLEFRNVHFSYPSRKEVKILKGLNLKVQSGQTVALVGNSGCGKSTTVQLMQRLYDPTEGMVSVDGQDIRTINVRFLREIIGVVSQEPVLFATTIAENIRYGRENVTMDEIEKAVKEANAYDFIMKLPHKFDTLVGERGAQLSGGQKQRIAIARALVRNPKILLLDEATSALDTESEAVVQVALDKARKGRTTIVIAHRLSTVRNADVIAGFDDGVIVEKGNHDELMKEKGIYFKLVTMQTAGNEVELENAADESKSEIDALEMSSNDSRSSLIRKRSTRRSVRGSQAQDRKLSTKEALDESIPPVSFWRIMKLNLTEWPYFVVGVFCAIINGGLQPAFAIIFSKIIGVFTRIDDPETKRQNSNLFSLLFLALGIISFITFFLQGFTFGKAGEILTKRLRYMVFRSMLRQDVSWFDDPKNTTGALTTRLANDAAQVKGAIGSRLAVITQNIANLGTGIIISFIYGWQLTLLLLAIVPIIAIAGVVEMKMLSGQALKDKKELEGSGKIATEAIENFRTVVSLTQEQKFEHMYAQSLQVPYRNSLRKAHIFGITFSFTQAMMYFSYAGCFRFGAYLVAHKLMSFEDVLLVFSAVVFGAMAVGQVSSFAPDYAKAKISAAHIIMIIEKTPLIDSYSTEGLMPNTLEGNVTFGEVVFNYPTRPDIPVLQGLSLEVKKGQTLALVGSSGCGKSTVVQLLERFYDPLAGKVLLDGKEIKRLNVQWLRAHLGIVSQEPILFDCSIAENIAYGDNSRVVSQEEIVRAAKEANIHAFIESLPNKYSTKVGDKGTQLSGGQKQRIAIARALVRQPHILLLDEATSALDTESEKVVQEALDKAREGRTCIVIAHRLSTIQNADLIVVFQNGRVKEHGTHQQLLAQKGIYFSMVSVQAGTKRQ
Bcl-XL Bim block: inhibitors of Bim-Bcl-XL interaction, human; Q07817; Bim peptide-Bcl-XL binding, bead flow cytometry, fluorescence; inhibition, % at 10 µM; actives 0.04% (n = 190,000); AID 1007
RGS4-Gao reg: human RGS4-Galphao interaction regulation; P09471; Multiplexed bead flow cytometry, RGS4-Galphao binding; actives lie on both sides; binding response (% of control), % at 10 µM; actives 0.33% (n = 220,000); AID 1415; in the data active = binding response below about 49% or above about 150%; inactive = in between;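 also: fluorescent Galphao activated with aluminum fluoride binding bead-coupled RGS4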
Bim-Mcl-1: inhibitors of Bim-Mcl-1 interaction, human | Bead-based flow cytometry, Bim peptide-Mcl-1 binding | inhibition, % at 10 µM | actives 0.1% (n = 190,000) | AID 1009;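 also: 0% = no compound tracer wells and 100% = peptide blocker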
Bcl-W Bim block: disrupts Bim peptide binding to human Bcl-W | Q92843 | bead-based flow cytometry | inhibition, % at 10 µM | actives 0.02% (n = 190,000) | AID 952;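 also: 0% = bound tracer without compound and 100% = peptide blocker; higher means less fluorescent Bim peptide bound to Bcl-W beads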
ABCG2 inh: human ABCG2 inhibition, ABCB1 as counter-screen | AID 1325 | inhibition, % at 6.6 µM | actives 0.1% (n = 190,000) | IgMXP3 cells, JC-1 efflux, flow cytometry;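 active = inhibition above 80%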;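 also: 0% = DMSO and 100% = nicardipine control wells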
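Assay system – ABCG2 IgMXP3 and barcoded ABCB1 CCRF-Adr cell mix · Input – 3 million cells/mL in well · Reagent – JC-1 fluorescent substrate · Compound – single test compound dose, 6.6 µM final · Timing – 10 min exposure at 25 °C with rotation, no wash · Detection – flow cytometry of retained JC-1 fluorescence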
RGS8-Gao: human RGS8-Galphao interaction regulation | AID 1423 | actives 0.34% (n = 220,000) | response (percent of control binding), % at 10 µM | multiplexed bead flow cytometry, RGS8-Galphao binding; actives lie on both sides; in the data active = response below about 60% or above about 140%; inactive = in between;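 also: Galphao activated as the GDP aluminium fluoride complex binding bead-coupled RGS8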
Numbers without * were called inactive; u = inconclusive; x = not tested or not shown. Rule as the data show it, unless noted: active = inhibition above about 40%.

A first look (five entries):
SMILES	Bim-Bfl-1	Bcl-2 Bim block	RGS7-Gao reg	Bcl-B Bim block	ABCB1 inh	Bcl-XL Bim block	RGS4-Gao reg	Bim-Mcl-1	Bcl-W Bim block	ABCG2 inh	RGS8-Gao
Cc1cc(C)cc(OCc2nnc(SCC(=O)c3ccccc3)o2)c1	-10	-8	96	-7	-0.3	-1	100	-1	1	0	99
Cc1cc(C)c2cc(C#N)c(SCC(=O)NCc3ccco3)nc2c1	3	0	94	-2	0.6	-2	100	-5	-1	6	100
CCOC(=O)C(=O)Nc1nnc(CCc2ccccc2)s1	2	-4	105	-5	-0.2	-8	102	-3	-3	0	102
Cn1c(CNc2ccc(Cl)cc2)nnc1SCCN1CCCCC1	-1	0	102	0	2.4	-3	101	1	0	4	103
O=C(CCSc1nc(-c2ccc3c(c2)OCO3)cc(C(F)(F)F)n1)NCc1ccccc1	1	-2	100	0	2.7	1	102	4	2	19	95

The listing, previewed entries included:
SMILES	Bim-Bfl-1	Bcl-2 Bim block	RGS7-Gao reg	Bcl-B Bim block	ABCB1 inh	Bcl-XL Bim block	RGS4-Gao reg	Bim-Mcl-1	Bcl-W Bim block	ABCG2 inh	RGS8-Gao
Cc1cc(C)cc(OCc2nnc(SCC(=O)c3ccccc3)o2)c1	-10	-8	96	-7	-0.3	-1	100	-1	1	0	99
Cc1cc(C)c2cc(C#N)c(SCC(=O)NCc3ccco3)nc2c1	3	0	94	-2	0.6	-2	100	-5	-1	6	100
CCOC(=O)C(=O)Nc1nnc(CCc2ccccc2)s1	2	-4	105	-5	-0.2	-8	102	-3	-3	0	102
Cn1c(CNc2ccc(Cl)cc2)nnc1SCCN1CCCCC1	-1	0	102	0	2.4	-3	101	1	0	4	103
O=C(CCSc1nc(-c2ccc3c(c2)OCO3)cc(C(F)(F)F)n1)NCc1ccccc1	1	-2	100	0	2.7	1	102	4	2	19	95
COc1cccc(N2CC(C(=O)Nc3nnc(SCc4cccnc4)s3)CC2=O)c1 (stereo not drawn)	-12	-7	98	-16	-0.3	-13	100	-3	-4	-1	100
COc1ccc(CCNc2cc(C)nc3c(-c4ccccc4)c(C)nn23)cc1OC	-3	-7	97	-6	2.5	-5	97	-6	-5	5	100
CCc1nnc(NC(=O)CSc2nc(-c3ccc(F)cc3)cc(-c3ccccc3)c2C#N)s1	0	-5	99	-17	-1.5	-11	97	-14	-13	-10	104
CC(=O)C1=C(C)NC(SCC(N)=O)=C(C#N)C1c1cccs1 (stereo not drawn)	0	0	100	0	0.0	-1	99	0	-2	0	100
CC(=O)Nc1ccc(S(=O)(=O)NCc2ccncc2)cc1	-1	-2	91	-2	0.5	-2	95	-4	-1	0	103
C=CC(C)(C)c1cc2cc3ccoc3cc2oc1=O	1	0	103	-1	1.3	-3	102	-1	-3	17	101
CCN(C(=O)COC(=O)c1ccc(Br)o1)C1CCCCC1	8	5	98	3	1.6	0	99	4	3	3	90
CN1C(N)=NC(=O)/C1=C/c1ccc(OC(F)(F)F)cc1	-7	-4	u	-4	1.7	-2	103	-3	-3	11	99
CSc1ccccc1NC(=O)CN(C)C(C)C(=O)Nc1ccc(C#N)cc1 (stereo not drawn)	-6	2	86	-6	1.1	-2	87	-1	0	36	94
CC(C)(C)NC(=O)c1ccc(NC(=O)CSc2ccccc2)cc1	-6	0	106	-3	-0.1	1	102	0	-1	1	102
COc1ccc2cc3c(N)nn(C(=O)C4CCC(C(C)(C)C)CC4)c3nc2c1 (stereo not drawn)	-1	-4	101	-6	-0.4	-4	103	-4	-6	0	100
CSc1ncc(CN2CCN(C3CCCCC3)C(CCO)C2)cn1 (stereo not drawn)	-5	0	99	-2	0.4	-2	100	-3	-3	1	102
CCc1ccccc1-n1c(-c2ccncc2)n[nH]c1=S	-20	-11	103	-15	0.1	-11	103	-7	-6	4	100
O=C(CSc1ncnc2c1oc1ccccc12)NCc1ccc(F)cc1	2	2	97	6	0.3	5	96	3	2	3	93
Cc1ccc(-c2nn(-c3cc(Cl)ccc3[N+](=O)[O-])c(=O)c3ccccc23)cc1C	-8	-9	93	-9	-0.4	-7	96	1	-3	7	101
COc1cc(NC(=O)CCc2ccccc2)c(C(=O)O)cc1OC	1	1	103	-2	0.0	-2	104	-5	-1	0	103
CCOc1ccccc1NC(=O)Cn1c(=O)n(-c2ccccc2)c(=O)c2oc3ccccc3c21	-2	-5	100	-10	-0.1	-7	100	-9	-6	-5	101
C=CCN(CC=C)S(=O)(=O)c1ccc(NC(=S)NC(=O)c2ccc(-c3ccccc3)cc2)cc1	-2	-1	104	-6	0.5	1	103	-2	-2	-1	115
CCCNC(=O)CSc1nccn1Cc1ccco1	-4	-1	u	1	-0.1	0	105	1	0	-5	101
Cc1ccc(C2SCCN2C(=O)c2ccc([N+](=O)[O-])cc2)cc1 (stereo not drawn)	0	1	96	1	1.4	2	96	1	4	11	101
CCC(=O)Nc1cc(-c2nn(C)c(=O)c3ccccc23)ccc1N1CCCCC1	-4	-3	99	-4	1.3	-6	94	0	-2	2	98
CC1CCCCN1CC(=O)Nc1ccc(N2CCCCCC2)cc1 (stereo not drawn)	0	0	112	4	-0.8	0	112	-7	1	-2	121
O=C(O)C1CCCCC1C(=O)NCc1cn2ccccc2n1 (stereo not drawn)	-10	-6	107	-4	0.3	-3	103	1	0	1	99
COc1ccc(/C=C2/CCOC2=O)cc1	-14	-14	98	-8	0.2	-1	103	-4	1	2	99
CCC1CCCCN1CCCNC(=O)c1ccc2c(=O)n(Cc3ccc(OC)cc3)c(=O)[nH]c2c1 (stereo not drawn)	-9	-5	100	-5	0.0	-5	106	0	3	0	102
COCC(=O)Nc1ccc(OC)c(Cl)c1	-6	-4	53	-8	-0.9	-1	98	0	0	0	52*
O=C(O)c1ccc(C(=O)O)c(C(=O)c2ccccc2)c1	-4	-5	100	-6	0.2	-5	101	-4	-1	7	101
O=C1CCC(=O)N1c1ccc(NCc2ccccc2Cl)c([N+](=O)[O-])c1	-2	-1	106	-6	2.1	-6	102	-4	-2	11	103
Cc1ccccc1C(=O)N1CCN(c2ccc(NC(=O)c3cccnc3Cl)cc2)CC1	-2	-2	100	-3	0.4	0	97	0	0	1	99
COc1ccccc1CN1CCNC(=O)C1CC(=O)NCc1csc(C)n1 (stereo not drawn)	-4	-6	102	-4	2.3	-3	103	1	-2	3	101
Clc1ccc(-n2nnnc2CN2CCCCC2)cc1Cl	-15	-6	101	-10	0.7	-7	99	-1	0	6	100
O=C(CCN1C(=O)c2cccc3cccc(c23)C1=O)NCc1cccnc1	-3	-2	u	-4	0.5	-3	107	0	-3	6	105
CC1CCC2(CC1)NC(=O)N(CC(=O)N1CCN(S(=O)(=O)c3ccccc3)CC1)C2=O (stereo not drawn)	-5	-2	u	0	0.7	-1	101	0	-1	1	102
CCOC(=O)Cc1csc(NC(=O)CSc2nnnn2-c2ccc(C)cc2C)n1	4	4	106	6	0.9	-2	107	6	7	2	112
CCCOC(=O)Nc1nnc(CCC)s1	-6	-6	100	-3	0.2	-7	102	0	2	0	101
CCOC(=O)c1nn(-c2ccccc2)c2nnc(Cc3ccc(C)cc3)c(=O)n12	-1	0	102	-2	1.3	-2	101	-1	-1	14	100
O=C(Cc1ccccc1)Nn1c(-c2ccccc2)nc2ccccc2c1=O	-15	-13	99	-7	0.4	-4	101	0	-4	5	98
O=C(/C=C/c1ccco1)NC(=S)Nc1ccccc1N1CCCC1	0	1	97	-3	-0.2	-1	99	2	1	0	104
NC(Cc1ccc(O)c([N+](=O)[O-])c1)C(=O)O (stereo not drawn)	-1	-4	102	-9	0.6	-10	103	-7	-5	0	101
COCCn1c(NCc2ccc(C)cc2)nc2c1c(=O)[nH]c(=O)n2C	9	2	99	2	0.8	12	99	9	3	28	95
CN(C)CCOCCOc1ccc(Cl)cc1Br	-3	0	u	-3	1.0	-4	102	0	0	5	101
O=C(c1cc(N2C(=O)C3C4CCC(C4)C3C2=O)ccc1Cl)N1CCN(c2ccc(F)cc2)CC1 (stereo not drawn)	33	23	95	17	x	31	98	22	21	2	101
Cc1ccc2[nH]c3c(c2c1)CN(C(=O)CN1CCN(c2ccccn2)CC1)CC3	-15	-10	99	-7	3.4	-1	102	0	3	47	104
CCOC(=O)c1c(NC(=O)C2C3C=CC(C3)C2C(=O)O)sc2c1CCC(C)C2 (stereo not drawn)	1	0	106	-1	0.4	-5	105	-1	-4	5	103
CNC(=O)c1cc2c(ccc3ccccc32)oc1=N	-17	-10	98	-7	0.2	-7	99	-6	-1	38	99
COC(=O)c1c(NC(=O)CSc2nnc(-c3ccco3)n2Cc2ccccc2)sc(C)c1C	-14	-11	104	-8	1.9	12	100	-8	-1	4	102
CCOC(=O)C1=C(C)NC(=O)NC1c1ccc(-c2ccc(F)cc2)o1 (stereo not drawn)	-6	-3	104	-7	1.1	-5	103	-3	-5	5	105
C=CCn1c(SCC(=O)NCCC2=CCCCC2)nc2ccc(Cl)cc2c1=O	-12	-10	100	-9	2.3	-3	101	0	1	5	105
CCOc1ccc(-n2c(SCC(=O)Nc3cc(C)on3)nnc2-c2c[nH]c3ccccc23)cc1	0	0	87	-5	0.1	-11	86	-1	-10	1	92
O=C(COC(=O)/C=C/c1cccc(F)c1)Nc1ccccc1-c1ccccc1	0	-1	96	-1	0.1	-1	96	4	0	2	92
COc1ccc(/C(C)=N/NC(=O)Cc2c(C)nc(C)[nH]c2=O)cc1	-11	-8	97	-11	0.5	-5	97	-4	-5	13	99
CCc1ccc2c(c1)c(N=NC1=NC(=O)CS1)c(O)n2CC	-11	-8	98	-6	0.2	2	100	0	-1	0	101
CC(=O)N(C)c1ccc(NC(=O)COc2ccc(Br)cc2C)cc1	0	-7	99	-5	0.2	-6	99	-5	-4	3	99
CCOc1ccc(NCC(=O)Nc2ccc(Cl)cc2C)cc1	0	0	102	0	0.3	-3	101	0	-2	1	102
Cc1ccccc1CSc1nc(-c2ccccc2)cc(=O)[nH]1	-6	-5	87	-6	0.3	-8	90	-2	-2	-2	94

Later entries:
SMILES	Bim-Bfl-1	Bcl-2 Bim block	RGS7-Gao reg	Bcl-B Bim block	ABCB1 inh	Bcl-XL Bim block	RGS4-Gao reg	Bim-Mcl-1	Bcl-W Bim block	ABCG2 inh	RGS8-Gao
NCCCC[C@@H]1NC(=O)[C@H](CCC(=O)O)NC(=O)c2cc([N+](=O)[O-])cc(I)c2SC[C@@H](C(=O)NCC(N)=O)NC1=O	-1	-2	96	-5	-0.1	-5	94	0	-2	1	98
O=C(Nc1ccc(Cl)cc1)Nc1cccnc1	-20	-7	98	-4	-0.6	-7	98	-1	2	63	100
C=CCn1c(=NC(=O)c2ccccc2[N+](=O)[O-])sc2cc(S(C)(=O)=O)ccc21	-10	-7	100	-13	2.4	-10	100	-6	-6	46	102
O=C(Cn1nnc2ccccc21)Nc1ccc(Cl)cn1	-4	0	96	-1	-0.1	-3	104	0	-2	0	100
c1ccc(CSc2ncnc3ccccc23)cc1	-6	0	104	-1	-0.4	-3	100	4	-2	8	99

Retrieved by compound from above:
SMILES	Bim-Bfl-1	Bcl-2 Bim block	RGS7-Gao reg	Bcl-B Bim block	ABCB1 inh	Bcl-XL Bim block	RGS4-Gao reg	Bim-Mcl-1	Bcl-W Bim block	ABCG2 inh	RGS8-Gao
NCCCC[C@@H]1NC(=O)[C@H](CCC(=O)O)NC(=O)c2cc([N+](=O)[O-])cc(I)c2SC[C@@H](C(=O)NCC(N)=O)NC1=O	-1	-2	96	-5	-0.1	-5	94	0	-2	1	98
O=C(Cn1nnc2ccccc21)Nc1ccc(Cl)cn1	-4	0	96	-1	-0.1	-3	104	0	-2	0	100
